SMN2 splice up: increases expression of the SMN2 splice variant; HEK293 SMN2-luciferase splicing reporter, luminescence, 30-36 h; Potency, µM (series often up to 46.1 µM), without a hit: top-dose activity change, positive = activation, actives largely listed as activators; hit rate 2.8% among 210,000; further: % of control where 0% means no effect; nearly all actives have a fitted effect of over 55% in size
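HEK293 cells carry an SMN2 […]–luciferase reporter in which exon 7 inclusion puts luciferase in frame. Cells were plated 10-12 h before compound addition, then incubated 30-36 h at 37C. ONE-Glo luminescence was read; sodium butyrate at 4.5 mM final served as control.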
Epigenetic reg: derepresses silenced GFP reporter in murine cells. murine LDR cells, GFP reporter derepression, 30 h. Potency, µM (doses to about 53.9 µM), for inactives: top-dose GFP activation, usual class: activators. hit rate 0.2% among 280,000; further: % of control where 0% means no effect; nearly all actives have a fitted effect of over 60% in size
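Derepression of a silenced CMV-GFP reporter in murine LDR cells is scored by enumerating GFP-positive cells with a laser-scanning microplate cytometer after 30 hours of treatment at 37 C.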
Luc counter: blocks Kinase-Glo luciferase, a counter-screen artifact; hit rate 0.28% among 200,000; Potency, µM (titrated, usually from 38.3 µM), for inactives: at the highest dose activity change, negative = inhibition, hits mostly inhibitors; Kinase-Glo luciferase, ATP luminescence, 8 min; AID 1379; Q27757; further: on the % scale 0 is the no-effect control and ±100 the full control effect; nearly all actives have a fitted effect of over 60% in size
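Light output from Kinase-Glo luciferase with luciferin and 10 uM ATP in 50 mM imidazole pH 7.2, KCl, MgCl2, Tween 20, BSA; compound pin-delivered, 8-min ambient incubation, then luminescence read.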
GoLoco inh red: RGS12 GoLoco-Gai1 interaction inhibition | Gai1:RGS12 GoLoco peptide FP, rhodamine, 10 min | hit rate 0.44% among 230,000 | Potency, µM (doses to about 61.6 µM), without a hit: at the highest dose activity, negative = inhibition, actives largely listed as inhibitors | P63096 | AID 880; active means well fitted inhibition curve with a large enough effect, not every such curve was filed as active; inactive means no such curve, though single readings can be large or run the other way; further: on the % scale 0 is the no-effect control and ±100 the full control effect; nearly all actives have a fitted effect of over 30% in size; many of its hits are not listed in these tables
Target sequence (P63096 whole entry, looked up): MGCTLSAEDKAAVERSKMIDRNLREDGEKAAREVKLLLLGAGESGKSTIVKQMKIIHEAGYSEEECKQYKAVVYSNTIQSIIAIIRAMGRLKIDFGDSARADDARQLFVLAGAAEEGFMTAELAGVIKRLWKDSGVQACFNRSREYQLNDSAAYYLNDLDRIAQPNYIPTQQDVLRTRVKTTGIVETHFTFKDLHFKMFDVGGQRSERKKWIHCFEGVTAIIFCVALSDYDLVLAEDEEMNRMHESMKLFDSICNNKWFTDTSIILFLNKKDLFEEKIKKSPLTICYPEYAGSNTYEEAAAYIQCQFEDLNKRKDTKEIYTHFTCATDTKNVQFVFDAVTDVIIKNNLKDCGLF
RECQ1 inh: blocks DNA unwinding by human RECQ1; hit rate 0.54% among 240,000; RECQ1 DNA unwinding, red fluorescence kinetic read; P46063; Potency, µM (top dose mostly 57.3 µM), for inactives: top-dose activity, negative = inhibition, most hits filed as inhibitors;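 further: plate controls were vehicle for no effect and no enzyme for full effect; nearly all actives have a fitted effect of over 30% in size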
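RECQ1T1 50 nM; forked duplex (20 bp + 30-nt ss tails) 200 nM, ATP 2 mM final; pH 8.0, 2 mM MgCl2, 2.5 ug/ml poly(dI-dC); 15 min compound preincubation; discontinuous kinetic read over 2 h at RT.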
KDM4E inh: inhibitors of human JMJD2E histone demethylase | B2RXH2 | JMJD2E catalytic domain, FDH-coupled NADH fluorescence (FDH is formaldehyde dehydrogenase) | Potency, µM (doses to about 57.1 µM), inactives show top-dose activity change, negative = inhibition, actives largely listed as inhibitors | hit rate 1.6% among 230,000 | AID 2147; active means well fitted inhibition curve with a large enough effect, not every such curve was filed as active; inconclusive means small, poorly fitted or top-dose-only effect, or another doubt; inactive means no such curve, though single readings can be large or run the other way;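 further: 0% = wells with enzyme and -100% = buffer wells without enzyme; nearly all actives have a fitted effect of over 50% in size; many of its hits are not listed in these tables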
Target sequence (B2RXH2 1-337 limits assumed): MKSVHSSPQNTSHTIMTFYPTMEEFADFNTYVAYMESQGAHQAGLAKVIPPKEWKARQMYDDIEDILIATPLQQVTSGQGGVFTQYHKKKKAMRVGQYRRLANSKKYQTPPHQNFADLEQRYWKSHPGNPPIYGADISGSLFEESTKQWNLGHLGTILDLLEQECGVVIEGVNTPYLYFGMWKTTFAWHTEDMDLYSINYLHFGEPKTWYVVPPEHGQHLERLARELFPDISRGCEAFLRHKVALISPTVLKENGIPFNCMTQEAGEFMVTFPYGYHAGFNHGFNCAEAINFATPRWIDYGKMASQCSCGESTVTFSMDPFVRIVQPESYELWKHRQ
NPSR antagonist: blocks cAMP signaling of the human neuropeptide S receptor; hit rate 1% among 220,000; Q6W5P4; AID 1461; CHO-NPSR cells, cAMP TR-FRET, antagonist mode; Potency, µM (highest dose often 38.3 µM), for inactives: at the highest dose activity change, negative = inhibition, usual class: inhibitors; further: on the % scale 0 is the no-effect control and ±100 the full control effect; nearly all actives have a fitted effect of over 50% in size; many of its hits are not listed in these tables
Target sequence (Q6W5P4 whole entry, looked up): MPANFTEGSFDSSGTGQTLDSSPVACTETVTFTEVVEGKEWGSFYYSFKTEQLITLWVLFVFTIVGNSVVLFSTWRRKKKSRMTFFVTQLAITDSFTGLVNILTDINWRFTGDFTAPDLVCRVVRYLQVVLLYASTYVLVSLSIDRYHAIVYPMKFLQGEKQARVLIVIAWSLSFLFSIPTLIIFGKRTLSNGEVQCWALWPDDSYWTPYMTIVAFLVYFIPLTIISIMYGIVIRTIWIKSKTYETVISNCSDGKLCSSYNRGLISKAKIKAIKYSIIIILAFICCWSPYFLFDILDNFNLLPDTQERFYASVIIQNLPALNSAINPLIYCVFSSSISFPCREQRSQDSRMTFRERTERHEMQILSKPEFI
IMPase Li cell: IMPase inhibition in cells with lithium potentiation; CHO-M1 cells, IP1 TR-FRET (IP-One), carbachol + lithium; hit rate 0.35% among 210,000; AID 1457; Potency, µM (doses to about 59.4 µM), without a hit: top-dose activity, negative = IMPase inhibition, hits mostly inhibitors;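 further: IP1 builds up when IMPase is blocked and the TR-FRET signal falls; plate controls were basal vehicle for no effect and high inhibitor control for full effect; nearly all actives have a fitted effect of over 50% in size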
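Lithium-sensitised IP1 accumulation assay; M1-expressing CHO cells treated 30 min at 37C with compound. Competitive antibody detection by time-resolved FRET followed a 10 min room-temperature lysis step.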
Starred values were filed as active, the others as inactive; i = inactive; ? = inconclusive; nt = not tested or not shown; [ ] = remark or other dose. Unless noted, the call rests on the fitted dose curve; in most records, active means well fitted curve in the direction sought with a large enough effect; inconclusive means small, poorly fitted or top-dose-only effect, or another doubt; inactive means no such curve, though single readings can be large; an effect the other way counts as inactive or inconclusive. Potency means the concentration at half of the fitted maximal effect. Some of the compounds tested. The share of hits here may be higher or lower than overall.

No.	Structure	SMN2 splice up	Epigenetic reg	Luc counter	GoLoco inh red	RECQ1 inh	KDM4E inh	NPSR antagonist	IMPase Li cell
1	CCOc1cccc(C2c3c(oc4cc(C)c(C)cc4c3=O)C(=O)N2CCCN(C)C)c1 (stereo not given)	-0.3%	-4.6%	2.4%	1.9%	-11.7%	?	-17.1%[46.1 µM]	-4.7%[38.3 µM]
2	CC(=O)Nc1ccc(-c2nc(C)c(C(C)=O)n2O)cc1	?	-3.0%	-6.1%	-7.9%	2.3%	?	-11.8%[46.1 µM]	22.3%[38.3 µM]
3	COC(=O)CCSc1cc(NCCOC(C)=O)c([N+](=O)[O-])c2nonc12	15.9%	?	-0.5%	1.1%	i	1.5%	-9.9%	1.4%
4	CC(C)Sc1n[nH]c(=O)n1-c1cccc(C(F)(F)F)c1	nt	-1.3%	nt	-8.7%	i	-1.7%	-4.7%	nt
5	CC(=O)Oc1cc(C(F)(F)F)ccc1C(=O)O	-4.7%[20.6 µM]	-0.3%[16.9 µM]	0.2%[17.1 µM]	8.9%[21.6 µM]	i	?	nt	1.0%
6	Cc1ccc(NC(=O)c2ccn(C)n2)c(Br)c1	2µM*	0.0%	?	-26.1%	1.2%	0.5%	28.3%	1.3%
7	CCCNC(=O)c1[nH]c(C)c(C(C)=O)c1C	-8.7%	-6.2%	0.6%	-12.6%	-4.3%	-3.8%	?	1.8%[38.3 µM]
8	Cc1nc(SCc2ccc(O)c([N+](=O)[O-])c2)n[nH]1	-2.8%[1.84 µM]	-0.9%	-1.8%	0.3%	-5.6%	-1.7%	22.3%	4.9%
9	COC(=O)CCCC(=O)OC	10.7%	nt	nt	-10.5%	2.1%	nt	nt	13.2%
10	NC(=S)N/N=C/c1ccc(/C=N/NC(N)=S)cc1	nt	1.1%	nt	1.8%	-0.4%	?	3.4%	nt
11	CCOC(=O)c1c(CN2CCOCC2)n(-c2ccccc2)c2cc(Br)c(O)c(CN(C)C)c12	-4.0%	1.4%	4.2%	-14.8%	-9.9%	2.1%	?	9.7%[38.3 µM]
12	CN(C)NC(=S)Nc1ccc2nc(-c3ccccn3)c(-c3ccccn3)nc2c1	19.3%	-0.9%	2.7%	1.2%	-4.1%	?	-9.2%[46.1 µM]	-4.6%
13	COc1ccccc1CNc1nc(-c2ccccc2CN(C)C)nc2ccccc12	-42.0%[inhibitor]	2.7%	-1.8%	-1.0%	-13.6%	6.9%	nt	13.1%
14	O=C1CCc2cc(S(=O)(=O)NC(C(=O)N3CCN(c4ccccn4)CC3)c3ccccc3)ccc2N1 (stereo not given)	-9.2%	-1.1%	-0.6%	14.1%	i	-14.1%	-15.4%	-3.3%
15	CC(C)NC1=C(Cl)C(=O)c2ccccc2C1=O	-26.1%	0.7%	0.6%	13.3%	-2.3%	?	6.7%[46.1 µM]	40.1%[activator][38.3 µM]
16	CCCCN(CCCC)S(=O)(=O)c1c(C)[nH]c(=O)[nH]c1=O	-12.7%	2.1%	0.5%	5.7%	i	4.5%	3.8%	0.3%
17	NC(=O)CSc1ncc(-c2ccccc2)[nH]1	5.8%	0.2%	-4.2%	7.7%	-2.3%	-2.5%	14.9%[7.67 µM]	1.7%[38.3 µM]
18	CCCNC(=O)C1=C(C)C(=O)OC12CCC(C)CC2 (stereo not given)	9.3%	0.0%	3.2%	7.7%	-6.5%	-11.3%	8.3%	9.1%
19	Cc1ccc(-c2n[nH]c3c2CCC3)cc1	6.6%	2.9%	14.6%	9.8%	-2.1%	-1.7%	9.1%[46.1 µM]	-6.7%[38.3 µM]
20	CC(C)N1CN(c2ccccc2)C(=S)N(c2ccccc2)C1	nt	-1.0%	nt	-4.3%	i	1.0%	-10.2%	nt
21	O=C(Nc1ccc(NC(=O)C2CCCCC2)nc1)c1cccs1	17.9%	0.0%	-2.3%	6.5%	i	18.4%	-10.6%	5.1%
22	COc1ccc(C2CCCN2C(=S)Nc2cccc(Cl)c2)cc1OC (stereo not given)	-57.2%[inhibitor]	1.5%	-4.0%	5.9%	i	2.5%	-25.1%	4.9%
23	CCOC(=O)CN(C(=O)CSc1nnc(COc2ccc(OC)cc2)n1CC)c1ccccc1	nt	0.0%	nt	-3.5%	-4.2%	-9.8%	-28.3%	nt
24	COc1ccc(C(=O)N2CCC3(CCN(Cc4nccs4)CC3)CC2)cc1	-19.5%	nt	-1.5%	5.7%	-0.7%	nt	nt	8.1%
25	O=C(COc1ccc(F)c(Cl)c1)c1ccc[nH]1	-2.9%	-0.7%	-8.9%	29.5%	-0.9%	-2.3%	9.3%[46.1 µM]	13.0%[38.3 µM]
26	Cn1c(=O)c2cc(S(=O)(=O)NCCC(=O)Nc3ccc(F)cc3F)ccc2n(C)c1=O	10.9%	1.6%	-0.8%	-2.2%	-1.9%	7.4%	4.1%	-4.3%
27	CC(C)C1N=C2c3ccccc3N=C(SCC(=O)c3ccc(O)c(O)c3)N2C1=O (stereo not given)	-0.7%	-0.1%	-0.9%	-2.8%	14.1µM*	25.1µM*	-11.7%[46.1 µM]	4.5%[38.3 µM]
28	O=C1c2ccc([N+](=O)[O-])cc2C(=O)N1CNc1ccccn1	-1.4%	0.3%	-1.9%	3.1%	-3.0%	5.4%	27.0%	-2.1%
29	CN(C)S(=O)(=O)c1cccc(NC(=O)c2cc3c(cc2Cl)N2CCCCCC2=NS3(=O)=O)c1	-8.1%	1.3%	3.7%	4.7%	-4.1%	-2.1%	-6.7%	-6.8%
30	COc1ccc(Cc2nnc(SCC(=O)N3CCc4ccccc4C3)o2)cc1	nt	-9.1%	nt	nt	-3.0%	-1.9%	-6.2%[46.1 µM]	nt
31	Cc1[nH]nc2nc3c(c(OC(=O)c4ccccc4)c12)c(=O)n(C)c(=O)n3C	-12.1%	0.3%	-0.6%	-5.6%	-3.3%	-0.9%	2.9%[46.1 µM]	-4.0%[38.3 µM]
32	CCCC(CCC)C(=O)Nc1c[nH]c(=O)[nH]c1=O	-4.8%	-0.2%	2.6%	1.2%	i	0.9%	-1.7%[46.1 µM]	24.0%[38.3 µM]
33	O=c1c2ccccc2nc2n1C1(CCCCC1)Cc1ccccc1-2	-51.7%	4.1%	-4.1%	8.8%	i	-0.3%	-18.2%[46.1 µM]	34.9%[activator][38.3 µM]
34	O=C(Nc1cccc(S(=O)(=O)Nc2ccccc2Cl)c1)c1ccc(Cl)nc1	-85.3%[inhibitor]	-0.9%	0.3%	7.3%	-5.1%	?	-10.4%	17.4%
35	CC1CC(OC(=O)C(O)c2ccccc2)CC(C)(C)N1C (stereo not given)	nt	-2.3%	nt	2.4%	-1.8%	-18.6%	22.4%	nt
36	O=C(NCc1ccncc1)c1ccc(N2CCCC2)c([N+](=O)[O-])c1	nt	-0.2%	0.5%	-6.0%	-8.6%	15.6%	11.8%	10.4%
37	Cc1ccsc1C(=O)c1sccc1C	7.7%	-0.7%	-3.7%	-4.8%	3.8%	-1.5%	-7.5%	-4.0%
38	O=C(O)C1C2CCC(O2)C1C(=O)NCCC1=CCCCC1 (stereo not given)	-27.0%	0.0%	-3.2%	2.8%	-5.3%	-9.3%	1.9%[46.1 µM]	21.6%[38.3 µM]
39	C=C(Br)Cn1cnc2ccccc21	-11.4%	5.5%	-1.5%	9.6%	-10.7%	2.4%	16.3%	10.9%
40	O=C(CSc1nnc(-c2ccco2)o1)c1ccc(F)c(F)c1	-0.1%	2.7%	-0.6%	16.4%	i	-8.0%	11.5%[7.67 µM]	-29.8%[38.3 µM]
41	COC(=O)c1cc(-c2ccc(C)cc2)n[nH]1	nt	1.1%	-1.4%	6.6%	-12.1%	10.3%	8.0%	-3.4%
42	O=C(CN1CCN(c2ccccc2F)CC1)c1c[nH]c2ccc(F)cc12	2.3%	1.0%	-1.8%	3.1%	6.0%	-0.7%	-12.3%[46.1 µM]	19.5%[38.3 µM]
43	CCCCN1C(=O)c2ccc(C(=O)NCCN3C(=O)S/C(=C\c4cccnc4)C3=O)cc2C1=O	-1.0%	-6.4%	1.8%	12.8%	-4.9%	3.1%	-13.4%	4.7%
44	[O-]C1=N/[N+](=C/c2ccccc2Cl)CC1	-6.8%	2.4%	-2.8%	0.2%	-0.5%	6.5%	4.7%[46.1 µM]	2.3%[38.3 µM]

Structures above that contain an aryl methoxy group:
No.	Structure	SMN2 splice up	Epigenetic reg	Luc counter	GoLoco inh red	RECQ1 inh	KDM4E inh	NPSR antagonist	IMPase Li cell
13	COc1ccccc1CNc1nc(-c2ccccc2CN(C)C)nc2ccccc12	-42.0%[inhibitor]	2.7%	-1.8%	-1.0%	-13.6%	6.9%	nt	13.1%
22	COc1ccc(C2CCCN2C(=S)Nc2cccc(Cl)c2)cc1OC (stereo not given)	-57.2%[inhibitor]	1.5%	-4.0%	5.9%	i	2.5%	-25.1%	4.9%
23	CCOC(=O)CN(C(=O)CSc1nnc(COc2ccc(OC)cc2)n1CC)c1ccccc1	nt	0.0%	nt	-3.5%	-4.2%	-9.8%	-28.3%	nt
24	COc1ccc(C(=O)N2CCC3(CCN(Cc4nccs4)CC3)CC2)cc1	-19.5%	nt	-1.5%	5.7%	-0.7%	nt	nt	8.1%
30	COc1ccc(Cc2nnc(SCC(=O)N3CCc4ccccc4C3)o2)cc1	nt	-9.1%	nt	nt	-3.0%	-1.9%	-6.2%[46.1 µM]	nt

As entered above.
IMPase Li cell result of cpd 6 is entered as 1.3%
GoLoco inh red result of cpd 39 is entered as 9.6%

2 compounds drawn at random from those above:
No.	Structure	SMN2 splice up	Epigenetic reg	Luc counter	GoLoco inh red	RECQ1 inh	KDM4E inh	NPSR antagonist	IMPase Li cell
40	O=C(CSc1nnc(-c2ccco2)o1)c1ccc(F)c(F)c1	-0.1%	2.7%	-0.6%	16.4%	i	-8.0%	11.5%[7.67 µM]	-29.8%[38.3 µM]
37	Cc1ccsc1C(=O)c1sccc1C	7.7%	-0.7%	-3.7%	-4.8%	3.8%	-1.5%	-7.5%	-4.0%
